Screening results as filed in PubChem.
MITF primary – human MITF inhibition, primary screen | O75030 | AlphaScreen MITF homodimerization, bead proximity signal | inhibition, % at 2.6 µM | 650,000 tested, 0.91% active; in the data active = inhibition above about 50%;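 note: 0% = vehicle wells with protein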
FBW7 act – activators of human E3 ligase FBW7; Q969H0; AlphaScreen FBW7–phospho-cyclin E peptide binding, activator screen; normalized activity (activation), % at 26.1 µM; 650,000 tested, 0.13% active; in the data active = normalized activity above about 1.9%;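 note: purified mutant Fbw7 with reduced substrate affinity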
Target sequence (Q969H0 whole entry, looked up): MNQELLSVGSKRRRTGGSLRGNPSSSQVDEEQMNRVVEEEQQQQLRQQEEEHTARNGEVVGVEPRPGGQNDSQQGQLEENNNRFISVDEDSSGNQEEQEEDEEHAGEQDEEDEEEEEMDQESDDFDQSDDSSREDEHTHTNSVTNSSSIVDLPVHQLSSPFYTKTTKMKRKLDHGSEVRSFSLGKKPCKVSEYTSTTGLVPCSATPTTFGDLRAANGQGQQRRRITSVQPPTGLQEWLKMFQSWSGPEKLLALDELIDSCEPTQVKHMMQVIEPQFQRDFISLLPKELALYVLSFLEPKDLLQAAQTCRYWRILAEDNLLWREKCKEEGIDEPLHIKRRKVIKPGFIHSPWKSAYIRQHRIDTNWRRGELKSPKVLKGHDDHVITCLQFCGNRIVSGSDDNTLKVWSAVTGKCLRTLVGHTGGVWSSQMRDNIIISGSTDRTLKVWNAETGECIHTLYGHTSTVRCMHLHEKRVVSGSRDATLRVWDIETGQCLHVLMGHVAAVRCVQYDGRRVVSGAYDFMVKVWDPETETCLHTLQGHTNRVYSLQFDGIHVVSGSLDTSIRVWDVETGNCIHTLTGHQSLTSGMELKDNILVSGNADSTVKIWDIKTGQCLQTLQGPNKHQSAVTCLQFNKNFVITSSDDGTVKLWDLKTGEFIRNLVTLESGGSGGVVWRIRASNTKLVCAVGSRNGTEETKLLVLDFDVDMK
GPR151 activ – activates the human receptor GPR151; Q8TDV0; PathHunter beta-arrestin GPR151 cells, luminescence; activation, % at 11.2 µM; 650,000 tested, 1% active; AID 1508602; in the data active = activation above about 4.9%;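 note: 0% = median of compound wells and 100% = cells with positive control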
TEAD-YAP inh – TEAD-YAP interaction inhibition. HEK-TIYL cells, TEAD-Gal4/YAP UAS-luciferase luminescence. inhibition, % at 9.12 µM. 640,000 tested, 1.4% active; in the data active = inhibition above about 32%;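 note: 0% = median of test compound wells and 100% = reference inhibitor wells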
* hit, by the source's call.

SMILES	MITF primary	FBW7 act	GPR151 activ	TEAD-YAP inh
Cc1ccc(-c2cc(C(F)(F)F)n3ncc(C(=O)Nc4ccc(OC(F)(F)F)cc4)c3n2)cc1	16	0.5	0.1	13
CCCNS(=O)(=O)c1ccc(OC)c(-c2nnc3c4ccccc4c(C)nn23)c1	0	0.0	1.0	-17
O=C1CCCN1CCn1cnc2c(NC3CCN(Cc4ccccc4)CC3)nc(NCc3cccnc3)nc21	4	0.1	-0.4	0
CCCCCOc1ccc(C2CC(=O)NC2=O)cc1 (centres undefined)	3	0.2	0.4	-25
CCOc1ccccc1Nc1nc(-c2c(C)nc3cc(C)ccn23)cs1	2	-0.2	2.5	8
S=C(NCc1ccc2c(c1)OCO2)NC1CCN(Cc2ccccc2)CC1	4	-0.1	1.3	3
CC(=O)Nc1n[nH]c(-c2cc3c([nH]2)CCCC3)c1C#N	5	-0.1	0.4	-10
O=C1C(=O)N(c2nc3ccccc3s2)C(c2ccc(F)cc2)/C1=C(\O)c1ccccc1 (centres undefined)	10	0.2	0.8	-8
COc1ccc(C(=O)c2ccccc2)cc1	-3	0.0	-0.6	-3
COC(=O)c1ccc(C(=O)NCC2CCC3(CCN(Cc4ccccn4)CC3)O2)cc1 (centres undefined)	15	-0.1	1.9	10
Cc1c(CN2CCCC(C(=O)Nc3ccc(-c4ccn[nH]4)cc3)C2)cnn1C (centres undefined)	2	-0.1	0.0	5
COc1cc([N+](=O)[O-])cc2sc(NC(=O)c3cc(-c4ccccc4)nc4ccccc34)nc12	-8	0.0	1.5	-4
O=C(Nc1cccnc1)c1cc(F)c(F)cc1Cl	6	0.1	-0.6	1
CCCOc1cccc(-c2nc3ccc(Cl)cc3c(=O)o2)c1	6	0.8	1.5	-3
Cc1[nH]nc2c1C(c1ccc(OC(=O)c3ccc(Cl)c(Cl)c3)cc1)C(C#N)=C(N)O2 (centres undefined)	17	0.4	-1.5	6
O=C1c2cccc(F)c2C(=O)N1c1ccc(-c2nc3ccccc3[nH]2)cc1	4	-0.1	-4.5	-29
Cc1ccccc1CNC(=O)CCc1ccccc1	-8	-0.1	-0.7	1
O=C(Nc1cccc(F)c1)c1ccc(N2CCCCS2(=O)=O)cc1	17	1.1	-1.1	15
CCOC(=O)N1CCN(C(=O)COc2cc(Cl)c(Cl)cc2Cl)CC1	-317	0.1	0.0	2
O=C(Nc1cnn(CC(=O)N2CCCC(OCc3ccccc3)C2)c1)c1ccccc1F (centres undefined)	5	0.0	-0.5	11
CCOC(=O)C1=C(O)/C(=C/c2ccco2)SC1=Nc1ccc([N+](=O)[O-])cc1	6	0.0	0.8	12
O=C1C2C3CCC(C3)C2C(=O)N1c1ccc(Oc2cccc3ccccc23)cc1 (centres undefined)	-1	0.1	0.0	5
Cc1cc(C)c2c(N)c(S(=O)c3ccccc3)sc2n1 (centres undefined)	1	-0.1	0.6	-11
CC(=O)Nc1ccc(Nc2nc(Cl)ncc2C)cc1	1	0.0	0.4	22
CCCNC(=O)C1CCN(C(=O)N2CCOc3ccc(C)cc32)CC1	-4	0.0	-0.5	6

Limited to TEAD-YAP inh and GPR151 activ (4 entries from above):
mol | TEAD-YAP inh | GPR151 activ
S=C(NCc1ccc2c(c1)OCO2)NC1CCN(Cc2ccccc2)CC1 | 3 | 1.3
CC(=O)Nc1n[nH]c(-c2cc3c([nH]2)CCCC3)c1C#N | -10 | 0.4
O=C1C(=O)N(c2nc3ccccc3s2)C(c2ccc(F)cc2)/C1=C(\O)c1ccccc1 (centres undefined) | -8 | 0.8
COc1ccc(C(=O)c2ccccc2)cc1 | -3 | -0.6

Following part
SMILES	MITF primary	FBW7 act	GPR151 activ	TEAD-YAP inh
Cn1c(=O)[nH]c(=O)c2c1nc(N1CCN(c3ccccc3)CC1)n2CCCc1ccccc1	-9	-0.2	0.1	2
CCc1cn[nH]c1C1CCCN(C(=O)CCc2ccco2)C1 (centres undefined)	3	0.0	0.2	-8
COc1ccc2cc(Br)ccc2c1CO	-3	0.1	0.9	-7
CCOC(=O)/C(C#N)=C(/O)c1ccc(N2C(=O)c3ccc(C(=O)O)cc3C2=O)cc1	3	-0.2	1.5	-7
CCCCC(CC(O)COCCC)c1n[nH]c(=S)n1-c1ccccc1 (centres undefined)	2	0.2	-1.9	-10
O=C(CCn1nc(-c2ccc(Cl)cc2)ccc1=O)NCCc1ccccc1	-12	-0.2	-0.7	-10
CS(=O)(=O)c1ccc(-c2ccc3c(c2)CC(CNC(=O)CCc2cccnc2)O3)cc1 (centres undefined)	-13	-0.2	1.5	12
O=C(CSc1nnc(NC(=O)C2CC2)s1)NCC1CCCO1 (centres undefined)	-2	-0.1	-0.6	2
COc1cccc(N2CC(=O)N(NC(=O)Nc3cccc(Cl)c3)CC2=O)c1	1	0.0	1.5	5
O=C(CCl)NCCc1nc2ccccc2[nH]1	27	1.0	2.6	12
CCN(CC)S(=O)(=O)c1ccc(OC)c(NC(=O)c2cccc([N+](=O)[O-])c2C)c1	14	0.0	1.9	18
CCOc1ccc(-n2c(C)c(C)n3c4c(=O)n(CC)c(=O)n(C)c4nc23)cc1	-2	-0.4	4.6	4
CCN(CC)CCOc1cc(-c2ccncc2)ccc1NC(=O)C1COc2ccc(OC)cc2C1 (centres undefined)	7	-0.2	-0.8	-4
COc1ccc(N2C(=O)[C@@H]3C[C@H]2CN3C/C=C/c2ccco2)cc1Cl	14	-0.2	2.2	5
CS(=O)(=O)c1cccc(N2CCN(Cc3cccc(Cl)c3)C2=O)c1	3	0.1	1.0	2
CN1CCOc2ccc(C(O)CCc3ccccc3)cc2C1 (centres undefined)	10	-0.1	-1.3	2
O=C(NC[C@@H](O)c1ccccc1)c1cn(-c2ccncc2)nn1	-4	0.5	2.9	-6
Cc1cc(C)nc(Sc2ccc(S(=O)(=O)C(F)(F)F)cc2[N+](=O)[O-])n1	8	0.5	-0.5	-11
Cc1cc(C)cc(NC(=O)N2CCCN(c3nc4cc5c(cc4cc3C#N)OCO5)CC2)c1	3	0.9	-0.7	3
COc1cccc(C(=O)/C=C\Nc2ccc(S(=O)(=O)Nc3onc(C)c3C)cc2)c1	13	-0.1	-2.5	-36
COc1cc(-c2nc3sc4c(c3c(=O)[nH]2)CCCC4)ccc1OCC(=O)O	1	-0.2	1.8	5
Cc1ccc(CNC(=O)C2CC(=O)N(C3CCCCC3)C2)cc1 (centres undefined)	3	-0.1	-0.6	4
CCOC(=O)c1cccc(Nc2cc(C)nc3c(C)cc(C)cc23)c1	17	0.9	0.8	-9
Cc1oc2c(c1-c1ccccc1)c(=O)oc1ccccc12	5	0.0	1.1	-71
CCC1CCCCN1CCCNC(=O)CCC(=O)N1CC(C)Oc2ccc(C)cc21 (centres undefined)	-4	0.0	-0.8	0

Following part:
SMILES	MITF primary	FBW7 act	GPR151 activ	TEAD-YAP inh
CC(C)C(=O)Nc1nnc(C(C)C)s1	8	0.2	-0.4	4
Nc1nccc(-c2ccc3nc(C4COc5ccccc5C4)sc3c2)n1 (centres undefined)	7	-0.4	-1.0	-79
CCOc1ccc(-c2ccc(C)c(NC(=O)C3CC3)c2)nn1	17	0.3	-2.4	-12
COc1cccc2cc(-c3csc(NC(=O)c4ccccc4)n3)oc12	-2	-0.1	1.2	-8
NNC(=O)C1CNc2cc(Cl)ccc2O1 (centres undefined)	4	0.1	0.5	6
S=C(NCc1ccccc1)NCC(c1cccnc1)N1CCOCC1 (centres undefined)	6	0.2	1.6	4
O=C(NCCNc1cc(Cl)ccc1[N+](=O)[O-])c1cc(F)c(F)cc1Cl	5	0.7	0.4	1
Cc1c(C(=O)N2CCCC2)oc2c1-c1nn(CC(=O)NCC(C)c3ccccc3)cc1CC2 (centres undefined)	-4	-0.4	1.3	7
O=C(NCc1ccco1)c1scc2c1OCCO2	-1	0.1	-1.0	1
CC(C)n1cnc2c(Nc3ccc(Oc4ccccc4)cc3)nc(-c3ccc(C(=O)NC4CC4)cc3)nc21	1	0.1	2.1	-1
Cc1cccc(CSc2n[nH]c(=O)[nH]c2=O)c1	58*	-0.1	-1.6	3
COc1cccc(NC(=O)Cn2c3ccccc3c(=O)c3ccc(Cl)cc32)c1	-8	-0.1	0.4	3
CCOC(=O)C1(CCCc2ccccc2)CCN(C(=O)CN2CCN(CC)CC2)CC1	1	0.1	2.1	0
NC(=O)C1(N2CCCCC2)CCN(C(=S)Nc2ccc(Nc3ccccc3)cc2)CC1	16	0.7	-0.3	-5
Cc1cccc(OCC(=O)NC(C)c2ccccc2)c1 (centres undefined)	1	-0.1	0.1	1
CCC1C(=O)N(c2nc(-c3ccc(I)cc3)cs2)N=C1C (centres undefined)	-2	-0.2	0.9	22
O=C(CNC1=NCCCCC1)c1ccc(-c2ccccc2)cc1	20	0.0	-1.2	-24
COc1ccc(C)cc1S(=O)(=O)Nc1ccc2nc(C)n(-c3ccc(F)cc3)c(=O)c2c1	-1	0.0	-0.1	16
Cc1cc(NCc2cccc(C(F)(F)F)c2)nc(-c2ccc(C(=O)NC3CC3)cc2)n1	13	0.0	0.4	-3
O=C(CN1CCN(c2ccc(Cl)cc2)CC1)Nc1ccccc1Br	16	0.1	0.4	8
O=C(NCCCN1CCCC1=O)c1ccc2nc(-c3ccccc3)sc2c1	4	0.2	-2.1	-6
Cc1ccc(CON/C=N/c2nccc(-c3cccs3)n2)cc1	-21	0.0	1.4	-4
Cc1ccc(-c2c(=O)n(OCc3ccccn3)c3ccccc3[n+]2[O-])cc1	-16	-0.2	2.4	-10
O=C(CSc1cn(CCNC(=O)c2ccc(F)cc2)c2ccccc12)NC1CCCCC1	0	0.0	-0.3	5
Cc1n[nH]c(C)c1NC(=O)CSc1nccc(-c2ccc(F)cc2)n1	2	0.0	0.2	4

Following part:
SMILES	MITF primary	FBW7 act	GPR151 activ	TEAD-YAP inh
CCCN1CCC(NCCc2cccc(F)c2)CC1	6	-0.1	-1.0	4
O=c1[nH]c(-c2ccccc2)c(-c2ccccc2)[nH]1	-10	0.0	0.9	8
N#CCn1c2c(c(=O)n3ncnc13)CCCC2	1	-0.1	0.5	4
CCOc1ccc(C2=Nc3ccccc3C(c3cccnc3)=NN2)cc1	-13	0.0	-0.6	-17
O=C(Nc1ccccc1N1CCOCC1)C1CCCCN1S(=O)(=O)c1ccccc1 (centres undefined)	10	-0.1	1.4	13
O=[N+]([O-])c1ccc(-c2nnc3ccccn23)cc1	5	-0.1	1.7	1
O=C(Nc1scc(-c2ccccc2)c1C(=O)O)c1ccco1	18	0.2	-2.8	-6
COc1ccccc1-n1c(/C=C2\C(=O)Nc3ccc(C)cc32)nc2ccccc2c1=O	-9	-0.2	0.0	0
CCOC(=O)N1CCC(NC(=O)CS(=O)Cc2nc(-c3ccccc3C)oc2C)CC1 (centres undefined)	-6	-0.1	-0.4	-4
O=C(Cn1c(=O)n(Cc2cccnc2)c(=O)c2ncccc21)c1ccc(F)cc1	-1	-0.1	0.3	-3
CCN(C(=O)c1ccc(C)c([N+](=O)[O-])c1)c1ccccc1	-3	0.1	-0.1	5
Cc1cc(C)n(CCC(=O)Nc2ccccc2)n1	0	-0.2	-0.6	-2
CCOC(=O)c1cccc(NC(C)=O)c1	1	0.0	-0.8	2
CCCCOC(=O)c1cc(-c2ccccc2)nc2c(C)cccc12	6	1.2	-0.1	-3
COc1ccccc1-c1cc(C(=O)Nc2ccc(C#N)cc2)no1	-5	0.0	0.0	0
CCOC(=O)c1c(NC(=O)Cc2cccs2)sc(C(=O)N2CCCCC2)c1C	11	-0.1	4.1	-3
CCCn1cc(CN2CCC(n3nccc3NC(=O)Nc3ccccc3C)CC2)c(C)n1	-4	0.0	-2.6	-1
O=C(Nc1ccc(F)cc1)c1nc[nH]c1C(=O)Nc1ccccc1[N+](=O)[O-]	12	0.1	0.5	-21
CCC(Sc1nc2sc(C(=O)OC)c(C)c2c(=O)n1N)C(=O)N(CC)CC (centres undefined)	1	-0.4	-0.2	-12
C=CCOC(=O)C1=C(C)Nc2c(c(=O)n(C)c(=O)n2C)C1c1sccc1C (centres undefined)	7	0.2	0.0	-8
CN1C(=O)C2(c3ccccc31)C(C(=O)NCCCN1CCCC1=O)CC1CCCN12 (centres undefined)	7	-0.1	-0.3	5
CC(Oc1ccc(F)cc1)c1nc(-c2nonc2N)no1 (centres undefined)	-1	0.0	0.1	-2
COc1cccc(/C=N/NC(=O)c2ccco2)c1OC	22	0.4	-0.4	-34
O=C(NCCN1CCOCC1)c1nn2c(C(F)(F)F)cc(-c3ccc(Br)o3)nc2c1Br	9	0.0	-0.3	3
COc1ccc(N(C(=O)C2CCCCC2)C2C=CS(=O)(=O)C2)cc1 (centres undefined)	-13	0.0	0.3	1
CC(C(N)=O)N1C(=O)NC2(CCCc3ccccc32)C1=O (centres undefined)	-3	0.1	3.3	8

Reformatted: entries from further up.
SMILES: O=C(Cn1c(=O)n(Cc2cccnc2)c(=O)c2ncccc21)c1ccc(F)cc1
  MITF primary = -1
  FBW7 act = -0.1
  GPR151 activ = 0.3
  TEAD-YAP inh = -3
SMILES: CCN(C(=O)c1ccc(C)c([N+](=O)[O-])c1)c1ccccc1
  MITF primary = -3
  FBW7 act = 0.1
  GPR151 activ = -0.1
  TEAD-YAP inh = 5
SMILES: Cc1cc(C)n(CCC(=O)Nc2ccccc2)n1
  MITF primary = 0
  FBW7 act = -0.2
  GPR151 activ = -0.6
  TEAD-YAP inh = -2
SMILES: CCOC(=O)c1cccc(NC(C)=O)c1
  MITF primary = 1
  FBW7 act = 0.0
  GPR151 activ = -0.8
  TEAD-YAP inh = 2

Random draw from the library, and some 3.5% of all compounds hit somewhere here.
